IDH1 R132H inh: IDH1 R132H (human) inhibition; inhibition, % at 10 µM; hit rate 0.18% among 70,000; IDH1 R132H reductase, diaphorase/resazurin fluorescence, 60 min; in the data active = inhibition above about 34%;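 also: 0% = DMSO and 100% = no enzyme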
Target sequence (O75874 whole entry R132H): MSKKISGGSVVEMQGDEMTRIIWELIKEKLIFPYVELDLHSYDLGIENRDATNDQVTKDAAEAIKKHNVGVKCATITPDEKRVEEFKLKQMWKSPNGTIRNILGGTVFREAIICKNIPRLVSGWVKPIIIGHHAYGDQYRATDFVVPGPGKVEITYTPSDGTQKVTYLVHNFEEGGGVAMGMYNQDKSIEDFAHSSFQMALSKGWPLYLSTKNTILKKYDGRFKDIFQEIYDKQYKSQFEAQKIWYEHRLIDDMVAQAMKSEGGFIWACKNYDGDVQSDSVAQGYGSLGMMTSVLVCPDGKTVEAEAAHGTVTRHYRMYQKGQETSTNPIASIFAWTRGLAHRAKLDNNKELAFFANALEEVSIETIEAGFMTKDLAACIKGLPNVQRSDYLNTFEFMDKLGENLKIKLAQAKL
PRC2 inh: inhibitors of human EZH2/PRC2 methyltransferase; Q15910; inhibition, % at 12.5 µM; PRC2 H3K27 methylation, DELFIA TRF, 1 h; hit rate 0.35% among 57,000; AID 651548;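 active = mean inhibition of replicates at least 50% and every single replicate also reaching 50%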;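 also: dimethyl H3K27 on biotinylated H3 21-44 peptide detected by antibody; plate controls were median neutral control wells for no effect and median positive control wells for full effect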
* marks the source's active call; other numbers are inactive results; / = not tested or not shown. Not all compounds are listed. The share of hits here may be higher or lower than overall.

Values run as follows: IDH1 R132H inh, PRC2 inh
> C[C@@H]1CN([C@H](C)CO)C(=O)c2cc(NC(=O)Nc3cccc4ccccc34)ccc2O[C@@H]1CN(C)C(=O)Nc1ccccc1
    0.2, -20.6
> C[C@H]1CN([C@@H](C)CO)C(=O)c2cc(NS(=O)(=O)c3ccc(F)cc3)ccc2O[C@@H]1CN(C)Cc1ccc2c(c1)OCO2
    -1.4, 9.1
> C[C@H](CO)N1C[C@H](C)[C@@H](CN(C)S(=O)(=O)c2ccc3ccccc3c2)OCc2cnnn2CCCC1=O
    -6.3, 10.5
> [N-]=[N+]=Nc1cccc(C(=O)NCCc2c[nH]c3ccccc23)c1
    0.4, 8.6
> COc1ccc(S(=O)(=O)Nc2ccc3c(c2)CC(=O)N([C@H](C)CO)C[C@H](C)[C@@H](CN(C)S(=O)(=O)c2ccc(C)cc2)O3)cc1
    0.2, /
> COc1ccc2c(C)nc(Nc3nc(C)cc(=O)[nH]3)nc2c1
    1.0, -13.1
> CC1(C)C/C(=N\O)c2c(nc(C(F)(F)F)c3[nH]c4ccccc4c23)C1
    2.8, -10.6
> COc1ccc(S(=O)(=O)N(C)C[C@H]2Oc3ccc(NC(=O)CCCN(C)C)cc3CC(=O)N([C@H](C)CO)C[C@@H]2C)cc1
    -2.0, /
> C/C=C/c1ccc2c(c1)O[C@H](CN(C)S(C)(=O)=O)[C@H](C)CN([C@H](C)CO)S2(=O)=O
    -6.0, 6.7
> Cc1noc(C)c1S(=O)(=O)Nc1ccc2c(c1)C(=O)N([C@H](C)CO)C[C@H](C)[C@H](CN(C)C(=O)Nc1ccc(C(F)(F)F)cc1)OCCCC[C@H](C)O2
    0.3, /
> CC1OC(OC2C(CO)OC(OC(=O)[C@]34CCC(C)(C)CC3C3=CCC5[C@@]6(C)CC[C@H](OC7OC(C)C(OC8OCC(O)(COC9OCC(O)C(OC%10OCC(OC%11OCC(O)(CO)C%11O)C(O)C%10O)C9O)C8O)C(O)C7O)C(C)(C)C6CC[C@@]5(C)[C@]3(C)CC4)C(O)C2O)C(O)C(O)C1O (stereo partly drawn)
    0.2, /
> Cc1ccc(S(=O)(=O)N(C(=O)c2ccncc2)c2ccc(OC(=O)c3ccncc3)cc2)c(C)c1
    -0.6, -1.4
> Cc1ccc(S(=O)(=O)N(C)C[C@H]2OCCCC[C@@H](C)Oc3ccc(NS(C)(=O)=O)cc3C(=O)N([C@@H](C)CO)C[C@H]2C)cc1
    -4.2, /
> COC(=O)N(C)C[C@H]1OCc2cn(nn2)CCCC(=O)N([C@H](C)CO)C[C@H]1C
    2.2, 2.7
> C[C@@H]1CN([C@@H](C)CO)C(=O)c2cc(/C=C/c3ccccc3)cnc2O[C@H]1CN(C)C(=O)c1cnccn1
    -5.6, -2.4

Continued.
Values run as follows: IDH1 R132H inh, PRC2 inh
> COc1ccc(NC(=O)Nc2ccc3c(c2)CC(=O)N([C@@H](C)CO)C[C@H](C)[C@@H](CN(C)CC2CC2)O3)cc1
    0.5, /
> CCOC(=O)Nc1ccc2c(c1)N(C(=O)CCN(C)C)c1ccccc1CC2
    0.0, 3.4
> COc1cccc(S(=O)(=O)Nc2ccc3c(c2)[C@@H]2C[C@H](CC(=O)NCc4ccccc4F)O[C@H](CO)[C@@H]2O3)c1
    -1.9, 9.1
> O=C(N/N=C/c1ccccc1Cl)c1ccccc1O
    /, 12.2
> C[C@@H]1CN([C@H](C)CO)C(=O)c2cccc(NC(=O)Nc3ccc(F)cc3)c2O[C@H]1CN(C)Cc1ccc2c(c1)OCO2
    /, -3.8
> Cc1noc(C)c1S(=O)(=O)N(C)C[C@@H]1Oc2ccc(NC(=O)c3ccncc3)cc2CC(=O)N([C@@H](C)CO)C[C@@H]1C
    0.8, /
> NCC[C@@H]1CC[C@@H](NS(=O)(=O)Cc2ccccc2)[C@@H](CO)O1
    0.1, -4.3
> Cc1ccc(-n2c(C)nnc2SCC(=O)Nc2cc(C(F)(F)F)ccc2Cl)cc1
    0.5, -0.2
> C/C=C/c1ccc2c(c1)O[C@H](CN(C)C(=O)C1CC1)[C@@H](C)CN([C@@H](C)CO)S2(=O)=O
    /, -0.6
> COCc1cn(CC[C@@H]2CC[C@H](NC(=O)c3ccccc3)[C@@H](CO)O2)nn1
    0.5, -4.2
> CC(C)C#Cc1ccc2c(c1)O[C@H](CN(C)C(=O)Cc1ccccn1)[C@@H](C)CN([C@@H](C)CO)S2(=O)=O
    /, 2.9
> C[C@@H]1CN([C@@H](C)CO)C(=O)Cc2cc(NS(=O)(=O)c3ccc(F)cc3)ccc2O[C@@H]1CN(C)Cc1ccc(C(=O)Nc2ccccc2N)cc1
    0.4, -20.7
> COc1cccc(CNC(=O)C[C@H]2C=C[C@H](NS(=O)(=O)c3ccccc3OC)[C@@H](CO)O2)c1
    -0.3, 0.8
> Cc1ccc(S(=O)(=O)Nc2cccc3c2O[C@@H](CN(C)Cc2ccc(Cl)c(Cl)c2)[C@H](C)CN([C@@H](C)CO)C3=O)cc1
    -0.2, /
> COc1ccc(NC(=O)Nc2ccc3c(c2)[C@H]2C[C@H](CC(=O)NC4CCCCC4)O[C@H](CO)[C@H]2O3)cc1
    0.0, -2.5

Continuation:
Values run as follows: IDH1 R132H inh, PRC2 inh
> O=C(O)c1ccccc1Nc1nc(N2CCOCC2)nc(N2CCOCC2)n1
    -0.1, -3.5
> C[C@@H]1CCCCO[C@@H](CN(C)C(=O)Nc2ccccc2)[C@H](C)CN([C@H](C)CO)C(=O)c2cc(NS(C)(=O)=O)ccc2O1
    0.9, /
> COc1cccc(OCC(=O)Nc2ccccc2C(=O)Nc2ccc(C(=O)O)cc2)c1
    -0.8, 12.4
> C[C@H]1CN([C@@H](C)CO)C(=O)Cc2cc(NC(=O)CCN3CCOCC3)ccc2O[C@@H]1CN(C)C(=O)Nc1ccc(F)cc1
    0.5, -11.5
> CCCC#Cc1ccc2c(c1)O[C@@H](CN(C)C(=O)c1cnccn1)[C@@H](C)CN([C@H](C)CO)S2(=O)=O
    -0.7, /
> O=C(NCC[C@H]1CC[C@@H](NC(=O)C2CC2)[C@@H](CO)O1)c1ccc(F)cc1
    0.3, 6.8
> Cc1cc(=O)[nH]c(SCC(=O)N2CCN(c3ccccc3)CC2)n1
    0.0, -7.9
> COCC#Cc1ccc2c(c1)O[C@H](CN(C)Cc1cncnc1)[C@H](C)CN([C@@H](C)CO)S2(=O)=O
    0.4, -12.5
> COc1ccc(-c2cnc3c(c2)C(=O)N([C@H](C)CO)C[C@@H](C)[C@@H](CN(C)C(=O)Cc2cccnc2)O3)cc1
    0.0, -1.8
> C=C1CCC(C)C(C)(CCC2=CC(OC)OC2=O)C/C=C\C=C\1C(=O)O (stereo not drawn)
    0.3, /
> CO[C@@H]1CN(C)C(=O)c2ccc(NC(=O)C3CCC3)cc2OC[C@@H](C)N(C(=O)c2ccccc2)C[C@H]1C
    -0.1, 4.6
> C/C=C/c1ccc2c(c1)O[C@H](CN(C)Cc1ccccc1)[C@H](C)CN([C@@H](C)CO)S2(=O)=O
    1.9, 15.0
> CNC[C@H]1OCCCC[C@H](C)Oc2ccc(NC(=O)Nc3cccc4ccccc34)cc2C(=O)N([C@H](C)CO)C[C@@H]1C
    -8.4, 19.8
> Cc1ccc(-c2nc3ccccc3o2)cc1NC(=O)COc1ccccc1C
    1.0, /
> C[C@H]1CN([C@@H](C)CO)C(=O)c2cccc(NC(=O)Nc3cccc4ccccc34)c2O[C@@H]1CN(C)S(C)(=O)=O
    /, 3.0

Continued:
Values run as follows: IDH1 R132H inh, PRC2 inh
> Cc1noc(C)c1S(=O)(=O)Nc1cccc2c1O[C@H](CN(C)Cc1ccc(C(F)(F)F)cc1)[C@H](C)CN([C@@H](C)CO)C2=O
    2.2, -1.6
> CNC[C@H]1OCCCC[C@@H](C)Oc2ccc(NC(=O)c3ccncc3)cc2C(=O)N([C@H](C)CO)C[C@@H]1C
    0.3, -9.5
> C[C@@H]1CN([C@@H](C)CO)C(=O)Cc2cc(N(C)C)ccc2O[C@H]1CN(C)C(=O)Nc1ccc(C(F)(F)F)cc1
    0.2, -8.6
> COc1ccc2nc(SCC(=O)NC3CCCC3)[nH]c2c1
    0.3, -6.4
> C[C@@H]1CN([C@@H](C)CO)C(=O)c2cc(NS(=O)(=O)c3cccs3)ccc2O[C@H]1CN(C)S(=O)(=O)c1cccs1
    -0.8, /
> C[C@@H]1CN([C@@H](C)CO)C(=O)c2cc(NC(=O)Nc3ccc(F)cc3)ccc2O[C@@H](C)CCCCO[C@H]1CN(C)C(=O)c1ccccc1
    -1.5, /
> CO[C@@H]1CN(C)C(=O)c2ccc(NC(=O)Nc3ccccc3)cc2OC[C@H](C)N(C(=O)Nc2c(C)noc2C)C[C@H]1C
    -0.2, -8.6
> CCCC(=O)Nc1ccc2c(c1)OC[C@@H](C)N(C)C[C@H](C)[C@@H](OC)CN(C)C2=O
    0.3, 5.4
> C=C(C(=O)O[C@H]1C/C=C(/C)C[C@H](O)[C@H]2[C@H](C)C(=O)O[C@@H]2/C=C\1C)[C@@H]1CCC(=C)[C@@H]2C[C@H](O[C@@H]3O[C@H](CO)[C@@H](O)[C@H](O)[C@H]3O)C(=C)[C@@H]2C1
    -0.4, /
> COc1ccccc1S(=O)(=O)N[C@@H]1CC[C@H](CCNC(=O)C2CCC2)O[C@H]1CO
    0.2, -2.6
> C[C@@H]1CN([C@H](C)CO)S(=O)(=O)c2ccc(-c3ccccc3F)cc2O[C@@H]1CN(C)Cc1cccnc1
    4.7, 9.5
> C[C@H]1CN([C@@H](C)CO)C(=O)c2cccc(N(C)C)c2O[C@@H]1CN(C)S(C)(=O)=O
    3.2, 4.1
> COc1cc(O)c(C(C)=O)c(CC(=O)O)c1
    0.0, /
> C[C@H](CO)N1C[C@H](C)[C@H](CN(C)C(=O)CCC(F)(F)F)OCCCC[C@H](C)Oc2ccc(NC(=O)c3ccncc3)cc2C1=O
    0.5, /
> CCCNC(=O)N[C@@H]1CC[C@@H](CCn2cc(C3CCCC3)nn2)O[C@H]1CO
    -0.3, 6.1

One compound at a time, as listed above:
C[C@@H]1CN([C@H](C)CO)S(=O)(=O)c2ccc(-c3ccccc3F)cc2O[C@@H]1CN(C)Cc1cccnc1 is listed with IDH1 R132H inh = 4.7; PRC2 inh = 9.5
C[C@@H]1CN([C@@H](C)CO)C(=O)c2cc(NS(=O)(=O)c3cccs3)ccc2O[C@H]1CN(C)S(=O)(=O)c1cccs1 is listed with IDH1 R132H inh = -0.8; PRC2 inh = /

New compounds follow:
Values run as follows: IDH1 R132H inh, PRC2 inh
> C[C@H](O)C#Cc1ccc2c(c1)O[C@@H](CN(C)Cc1cccnc1)[C@@H](C)CN([C@H](C)CO)S2(=O)=O
    6.0, 14.7
> C[C@H](CO)N1C[C@H](C)[C@H](CN(C)Cc2ccc3c(c2)OCO3)OCCCC[C@H](C)Oc2ccc(NS(=O)(=O)c3ccccc3)cc2C1=O
    0.1, /
> CCOC(=O)C1=C(C)NC(=S)NC1c1cccc(O)c1 (stereo not drawn)
    0.1, /
> CCc1nc(SCC(=O)N2CCCc3ccccc32)n[nH]1
    0.1, 2.0
> C[C@H]1CN([C@@H](C)CO)C(=O)c2cc(-c3ccncc3)cnc2O[C@@H]1CN(C)C(=O)c1ccccc1F
    -0.1, 2.0
> C[C@@H]1CCCCO[C@@H](CN(C)C(=O)Nc2ccccc2)[C@@H](C)CN([C@H](C)CO)C(=O)c2cc(NC(=O)CCCN(C)C)ccc2O1
    -2.3, /
> C[C@H](CO)N1C[C@H](C)[C@H](CN(C)S(=O)(=O)c2ccc(C#N)cc2)Oc2ncc(-c3ccc(F)cc3)cc2C1=O
    0.1, /
> CCOC(=O)c1ccc(NC(=O)CSc2nc3sc4c(c3c(=O)[nH]2)CCCC4)cc1
    -0.8, 16.7
> COCC(=O)Nc1ccc2c(c1)C(=O)N(C)C[C@@H](OC)[C@H](C)CN(C(C)=O)[C@@H](C)CO2
    0.1, -2.0
> C[C@@H]1CN([C@H](C)CO)S(=O)(=O)c2ccc(-c3ccc(C#N)cc3)cc2O[C@@H]1CN(C)C(=O)CN(C)C
    -0.2, -11.4
> CO[C@@H]1CN(C)C(=O)c2cc(NC(=O)NC(C)C)ccc2OC[C@@H](C)N(C)C[C@@H]1C
    -0.2, -8.4
> O=C(C[C@H]1CC[C@@H](NC(=O)C2CCOCC2)[C@@H](CO)O1)Nc1nccs1
    0.2, -2.3
> C[C@@H]1CCCCO[C@@H](CN(C)C(=O)Nc2ccc(F)cc2)[C@@H](C)CN([C@H](C)CO)C(=O)c2cc(NC(=O)Cc3ccccc3)ccc2O1
    0.9, /
> O=C(CSc1nc2sc3c(c2c(=O)[nH]1)CCC3)Nc1ccccc1C(F)(F)F
    -0.1, 20.4
> C[C@@H]1CN([C@H](C)CO)C(=O)c2cc(C#CC(C)(C)O)cnc2O[C@H]1CN(C)Cc1cccc(F)c1
    -2.5, 5.5

Looked up by structure from the list above, two records:
Values run as follows: IDH1 R132H inh, PRC2 inh
> Cc1ccc(S(=O)(=O)N(C)C[C@H]2OCCCC[C@@H](C)Oc3ccc(NS(C)(=O)=O)cc3C(=O)N([C@@H](C)CO)C[C@H]2C)cc1
    -4.2, /
> O=C(NCC[C@H]1CC[C@@H](NC(=O)C2CC2)[C@@H](CO)O1)c1ccc(F)cc1
    0.3, 6.8

Later entries
Values run as follows: IDH1 R132H inh, PRC2 inh
> CC(=O)N(C)C[C@H]1Oc2cc(-c3ccccc3)ccc2S(=O)(=O)N([C@H](C)CO)C[C@@H]1C
    2.1, /
> CCC(=O)N[C@H]1CC[C@@H](CC(=O)NCC2CCCCC2)O[C@H]1CO
    -0.2, 1.5
> Cc1ccc(S(=O)(=O)Nc2ccc3c(c2)C(=O)N([C@@H](C)CO)C[C@@H](C)[C@@H](CN(C)S(C)(=O)=O)O3)cc1
    -3.5, /
> C[C@H]1CN([C@@H](C)CO)C(=O)c2cccc(NS(C)(=O)=O)c2O[C@@H]1CN(C)Cc1ccc(-c2ccccc2)cc1
    /, -6.6
> Cc1noc(C)c1NC(=O)N(C)C[C@H]1Oc2ccc(NC(=O)Nc3ccc4c(c3)OCO4)cc2C(=O)N([C@@H](C)CO)C[C@H]1C
    -1.4, /

Screening results: PubChem, Broad Institute
